Compound activity: PubChem, several laboratories
MEKK2 WT-MEK5: modulators of MEK5 binding to wildtype MEKK2, primary screen, biochemical, multiplex bead flow cytometry, Alexa488-MEK5. Mitogen-activated protein kinase kinase kinase 2 (Homo sapiens), Q9Y2U5. Alexa488-MEK5 binding to MEKK2 WT; actives lie on both sides. binding response (% of control), % at 10 µM. 1.1% of 290,000 active. AID 1531, 2009; in the data active means binding response below about 67% or above about 130%
UBC9 SUMO inh: inhibitors of in vitro SUMOylation cascade, primary screen, biochemical, HTRF, uHTS | SUMO-conjugating enzyme UBC9 (Homo sapiens), P63279 | HTRF SUMOylation assay, SAE1/SAE2 + UBC9 | inhibition, % at 35 µM | 0.36% of 290,000 active | AID 2006, 2009; in the data active means inhibition above about 50%, passing the limit was not always enough; further: strong numbers were not always called active
Target sequence (P63279 whole entry, looked up): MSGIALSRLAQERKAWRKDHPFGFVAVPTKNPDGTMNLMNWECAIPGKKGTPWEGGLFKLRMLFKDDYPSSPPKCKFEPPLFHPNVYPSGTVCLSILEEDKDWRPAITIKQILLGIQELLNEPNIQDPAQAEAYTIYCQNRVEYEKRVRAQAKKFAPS
CRFBP-R2 agonist: agonists of CRF-BP/CRF-R2 complex, primary screen, cell-based, HEK293, calcium dye fluorescence, uHTS; CRF-binding protein / CRF receptor 2 complex (human); calcium dye fluorescence (FLIPR); percent of saturating CRF peptide response; activation, % at 13.2 µM; 0.46% of 350,000 active;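 active means activation of at least 50%, plus an integration ratio under a set limit after plate pattern correction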;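 further: plate controls were neutral control wells without compound for no effect and CRF at EC100 for full effect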
FID counter: compounds displacing fluorescent DNA intercalator, primary screen, artefact control for HCV NS3 helicase inhibitor project, biochemical, FID fluorescence. DNA fluorescent intercalator displacement. inhibition, % at 7.9 µM. 0.17% of 290,000 active. AID 1845, 2009; in the data active means inhibition above about 37%;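 further: 0% = vehicle and 100% = reference compound; higher means more ethidium bromide displaced from hairpin DNA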
GalR3 antag: GalR3 antagonists in HEK293 cells, primary screen, cell-based, fluorescence readout | AID 651719, 2012 | inhibition, % at 3 µM | HEK293 GalR3-CNG cAMP membrane potential fluorescence; galR3 body fused to GalR1 C-terminus | 0.44% of 360,000 active | Galanin receptor type 3 (Homo sapiens), O60755;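 active means inhibition above the screen-wide average plus 3 SD, cut at about 13% in these data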;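 further: forskolin and galanin both at EC90 stimulate the cells; cAMP rise reported by CNG channel membrane potential dye signal; 0% = forskolin plus galanin with DMSO and 100% = forskolin alone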
Target sequence (O60755 1-299 limits assumed): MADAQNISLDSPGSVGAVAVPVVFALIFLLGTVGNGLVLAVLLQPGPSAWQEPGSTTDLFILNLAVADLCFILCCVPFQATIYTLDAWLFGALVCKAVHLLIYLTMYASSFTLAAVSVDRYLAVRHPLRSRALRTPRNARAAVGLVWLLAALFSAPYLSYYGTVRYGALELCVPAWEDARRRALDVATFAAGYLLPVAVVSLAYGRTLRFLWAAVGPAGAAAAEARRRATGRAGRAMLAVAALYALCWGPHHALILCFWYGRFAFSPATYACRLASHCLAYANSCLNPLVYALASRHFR
MEKK2 mut-MEK5: MEK5 binding signal on mutant MEKK2 PB1, primary screen, biochemical, multiplex bead flow cytometry, Alexa488-MEK5; Alexa488-MEK5 binding to MEKK2 mutant; percent response, % at 10 µM; 0.35% of 290,000 active; in the data active means percent response above about 24%, passing the limit was not always enough; further: inactives centre near 1; some results filed as inactive read as strong as hits
CRFBP-R2 block: antagonists of CRF-BP/CRF-R2 complex, primary screen, cell-based, HEK293, calcium dye fluorescence, uHTS; CRF-induced calcium fluorescence; inhibition, % at 11.8 µM; 0.59% of 350,000 active;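 active means inhibition of the ligand-induced calcium signal above about 50% at the single tested concentration, limit read from the data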
MEKK3 PB1 HTS: modulators of MEKK3-MEK5 PB1 binding, primary screen, biochemical, wildtype MEKK3, multiplex bead flow cytometry, Alexa488-MEK5. Mitogen-activated protein kinase kinase kinase 3 (Homo sapiens), Q99759. bead-based flow cytometry, Alexa488-MEK5 binding to MEKK3; actives lie on both sides; 0 = blocked by unlabeled MEK5, 100 = vehicle. binding response (% of control), % at 10 µM. 1.4% of 290,000 active. AID 1529, 2009;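 active means binding response more than 3 SD above or below the average of its plate-row segment, actives on both sides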;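 further: Alexa488 bead fluorescence after subtracting the streptavidin-only scavenger bead signal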
Target sequence (Q99759 whole entry, looked up): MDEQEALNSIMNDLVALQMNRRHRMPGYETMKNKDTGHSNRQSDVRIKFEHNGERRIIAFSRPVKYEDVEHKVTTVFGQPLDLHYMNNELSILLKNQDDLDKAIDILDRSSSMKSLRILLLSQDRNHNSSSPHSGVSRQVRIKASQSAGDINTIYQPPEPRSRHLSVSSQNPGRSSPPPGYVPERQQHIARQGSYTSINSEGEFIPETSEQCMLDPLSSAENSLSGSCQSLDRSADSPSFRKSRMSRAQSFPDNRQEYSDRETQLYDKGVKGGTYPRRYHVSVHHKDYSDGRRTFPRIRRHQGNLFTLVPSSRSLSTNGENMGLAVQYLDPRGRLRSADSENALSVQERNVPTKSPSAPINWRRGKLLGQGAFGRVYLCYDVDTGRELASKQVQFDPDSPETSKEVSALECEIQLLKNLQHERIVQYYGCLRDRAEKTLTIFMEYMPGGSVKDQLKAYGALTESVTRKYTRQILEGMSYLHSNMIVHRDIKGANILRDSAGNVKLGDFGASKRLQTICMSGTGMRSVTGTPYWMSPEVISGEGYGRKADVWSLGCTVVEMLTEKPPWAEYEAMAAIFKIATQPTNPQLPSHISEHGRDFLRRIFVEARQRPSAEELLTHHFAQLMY
HCV NS3 hel inh: inhibitors of HCV NS3 helicase, primary screen, biochemical, Cy5 molecular beacon fluorescence; 0.56% of 290,000 active; AID 1800, 2009; Hepatitis C virus NS3 helicase; inhibition, % at 10.9 µM; NS3 helicase DNA unwinding;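 active means inhibition above the mean of all tested compounds plus 3 SD, set per campaign, cut at about 35% in these data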;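 further: 0% = DMSO wells and 100% = thioflavine S control wells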
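Control set: DMSO versus 110 µM thioflavine S; Material: NS3 helicase fragment of HCV; Measured by: Cy5 fluorescence at 0 and 60 min, beacon hairpin quenching; Read-out basis: percent inhibition from t60/t0 fluorescence ratio; Times: reaction time 60 min, 25 °C; Repeats: single replicate; Compound dosing: single dose, 10.9 µM nominal final, DMSO 0.8% final.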
Starred values were filed as active, the others as inactive; / = not tested or not shown. Only part of the results is shown; the hit share may differ from the screen's.

Start of the listing, in advance (four entries):
SMILES	MEKK2 WT-MEK5	UBC9 SUMO inh	CRFBP-R2 agonist	FID counter	GalR3 antag	MEKK2 mut-MEK5	CRFBP-R2 block	MEKK3 PB1 HTS	HCV NS3 hel inh
Cc1ccc(CN2C(=O)C(C)Oc3ccccc32)cc1 (centres undefined)	93.0	-4.9	-0.2	-3.8	-6.0	-11.0	-1.5	102.0	4.8
CN(C)c1nc(N)nc(CSc2nnnn2-c2ccccc2)n1	95.0	16.9	-3.0	-0.1	2.1	-2.0	8.1	95.0	-2.8
CCOC(=O)c1c(C)oc2ccc(NS(=O)(=O)c3cccs3)cc12	95.0	2.5	1.1	-12.7	-6.9	1.0	-23.1	100.0	-14.1
CCCCn1nc2cc(C(=O)N[C@H](C)C3CCCCC3)ccc2c1OCC	93.0	-7.1	-5.2	-22.7	-3.0	-5.0	27.2	89.0	29.7

Results, from the start:
SMILES	MEKK2 WT-MEK5	UBC9 SUMO inh	CRFBP-R2 agonist	FID counter	GalR3 antag	MEKK2 mut-MEK5	CRFBP-R2 block	MEKK3 PB1 HTS	HCV NS3 hel inh
Cc1ccc(CN2C(=O)C(C)Oc3ccccc32)cc1 (centres undefined)	93.0	-4.9	-0.2	-3.8	-6.0	-11.0	-1.5	102.0	4.8
CN(C)c1nc(N)nc(CSc2nnnn2-c2ccccc2)n1	95.0	16.9	-3.0	-0.1	2.1	-2.0	8.1	95.0	-2.8
CCOC(=O)c1c(C)oc2ccc(NS(=O)(=O)c3cccs3)cc12	95.0	2.5	1.1	-12.7	-6.9	1.0	-23.1	100.0	-14.1
CCCCn1nc2cc(C(=O)N[C@H](C)C3CCCCC3)ccc2c1OCC	93.0	-7.1	-5.2	-22.7	-3.0	-5.0	27.2	89.0	29.7
CC(=O)c1ccc(-n2nnnc2SCC(=O)N2CCc3ccccc3C2)cc1	101.0	19.3	0.3	-22.6	-4.4	7.0	4.8	103.0	0.8
Cc1ccccc1-c1nc(CS(=O)CC(=O)NC2CCCC2)c(C)o1 (centres undefined)	102.0	6.6	-1.6	-39.6	4.4	6.0	4.2	103.0	-4.5
COc1ccc(-c2cc(C(=O)N3CCN(c4ccc(F)cc4)CC3)no2)cc1	108.0	4.5	-2.6	-25.9	-9.2	4.0	3.2	103.0	-3.9
COc1cccc(OCc2cc(C(=O)NC(C)c3cnn(C)c3C)no2)c1 (centres undefined)	98.0	3.3	0.3	-19.7	-8.0	-8.0	-10.0	97.0	-2.6
Cc1ccc(-c2nc3cccnc3o2)cc1NC(=O)COc1ccc(Cl)cc1C	92.0	28.1	2.5	-3.7	-2.4	-2.0	32.8	103.0	5.0
COc1cccc2c(C)nc(Nc3nc(CSc4nnc(C)s4)cc(=O)[nH]3)nc12	102.0	-5.0	-1.5	-4.1	-1.9	0.0	1.9	103.0	4.5
COc1ccc(F)c(CN2CCN(CCc3ccccc3)C(CCO)C2)c1 (centres undefined)	114.0	-6.8	-0.8	0.5	-4.3	3.0	-8.3	106.0	-11.2
CC(=O)NCCc1nc2cc(NC(=O)c3ccccc3Cl)ccc2n1C	102.0	6.5	0.2	-6.4	-7.2	2.0	11.9	100.0	0.6
CCNC(=O)CC1C(=O)N(c2ccc(F)cc2)C(=S)N1CCc1ccncc1 (centres undefined)	98.0	8.5	0.7	-1.6	-0.8	-4.0	-10.1	100.0	5.3
Cc1ccc(NC(=O)COC(=O)C(NS(=O)(=O)c2ccc(Cl)cc2)C(C)O)c(Br)c1 (centres undefined)	95.0	-5.3	0.1	-24.9	5.6	-3.0	-14.4	89.0	-6.5
Cc1cc(C)cc(N(C(C)C(=O)N2CCOCC2)S(C)(=O)=O)c1 (centres undefined)	89.0	-15.5	1.4	-1.3	-0.3	-46.0	5.7	87.0	9.9
CCCN1CCN(C(=O)C2CCN(c3nnc(C)c4c(C)n(-c5ccc(C)cc5)nc34)CC2)CC1	109.0	0.4	5.9	18.2	-6.8	134.0*	13.2	113.0	-85.8
O=C(Nc1ccccc1N1CCCCC1)c1cccs1	96.0	12.9	-0.4	-10.3	-8.1	5.0	-43.7	102.0	-5.2
COc1cc(C2N(c3ccccc3)CCN2c2ccccc2)ccc1OC(C)=O	106.0	-7.7	0.7	2.5	4.5	12.0	2.3	108.0	-1.8
N/C(=N\OC(=O)c1cccc2ccccc12)c1cccnc1	94.0	23.8	-2.9	1.7	-6.5	-6.0	-2.0	111.0	1.5
Cc1ccc2c(CC(=O)Nc3sccc3C(N)=O)coc2c1	/	7.2	94.7*	-2.9	-1.3	/	-57.9	/	3.7
CC(C)CCc1noc(CN2CCN(c3ccc(Cl)cn3)CC2)n1	106.0	5.6	-0.7	-12.5	0.2	4.0	-5.2	105.0	0.6
O=C(Nc1cccc(S(=O)(=O)NC2=NCCCCC2)c1)c1cc(-c2ccc(Cl)cc2)nc2ccccc12	96.0	0.1	1.7	-1.2	-4.1	0.0	-17.4	103.0	-1.8
COc1ccc(/C=C2\SC(=S)N(CCC(=O)Nc3ccc(O)cc3)C2=O)cc1	98.0	19.2	-0.9	-9.5	-11.0	3.0	-4.6	99.0	13.0
Nc1ccc2oc(-c3ccccc3Cl)cc(=O)c2c1O	96.0	29.4	-1.0	-2.1	-2.4	3.0	-2.6	108.0	5.4
CCCCOC(=O)c1cc(=O)[nH]c(=O)[nH]1	76.0	5.4	-1.0	0.0	-2.3	4.0	-11.2	69.0	1.9
CCCc1cc(=O)[nH]c(/N=C(/NC(=O)C(C)N2C(=O)c3ccccc3C2=O)Nc2ccccc2)n1 (centres undefined)	98.0	20.5	0.1	-0.9	-6.0	3.0	4.8	118.0	-3.7
COc1cc(CN2CCN(CCc3ccccc3)C(CCO)C2)cc(OC)c1 (centres undefined)	101.0	15.1	9.9	3.2	-3.8	1.0	1.8	98.0	-8.5
CCOC(=O)CN=C/C(C(=O)Nc1nccs1)=C(/C)O	103.0	7.7	4.3	0.0	7.5	3.0	18.1	100.0	4.1
Fc1ccc(NC(=S)NC23CN4CN(CN(C4)C2)C3)cc1	99.0	17.3	0.6	-2.5	-4.0	0.0	21.2	100.0	28.9
O=C(CNC(=O)c1ccco1)OCC(=O)c1cccc2ccccc12	101.0	15.1	0.3	-11.1	-4.1	6.0	-14.3	100.0	2.2
CC(C)COC(=O)n1c(SCC(=O)N(C)C)nc2ccccc21	103.0	20.4	-0.1	-28.2	-3.9	9.0	2.9	100.0	-5.0
CCCC[C@@H]1C[C@H]1[C@@H](NC(=O)c1cccs1)c1ccc(Cl)cc1	105.0	-38.4	3.2	-12.3	/	2.0	-0.9	105.0	-12.4
Cc1ccc(C)c(NC(=O)CSc2ncnc3nc[nH]c23)c1	98.0	15.2	1.3	-4.6	4.1	4.0	-2.4	102.0	-0.5
CC1(C)CC(=O)C2=C(C1)Oc1ncn(CCO)c(=N)c1C2c1ccccc1 (centres undefined)	101.0	-2.4	-1.8	-4.0	-1.1	3.0	-4.8	101.0	3.2
C/C(=N\NC(=O)c1cccnc1)c1ccc(-n2ccnc2)cc1	105.0	15.0	-0.4	-3.6	-6.1	8.0	-7.1	105.0	-14.4
CN(C)C(CNC(=O)c1ccc2c(c1)S(=O)(=O)c1ccccc1C2=O)c1ccco1 (centres undefined)	89.0	15.6	-2.8	24.0	-4.2	-16.0	6.8	98.0	-32.5
CCOC(=O)c1n[nH]n2c1nc(=S)c1ccccc12	101.0	19.4	-0.2	-4.8	-7.9	4.0	-2.6	98.0	0.1
CC(CN(C)Cc1ccccc1)OC(=O)c1cccs1 (centres undefined)	107.0	14.4	-1.0	-2.1	-6.8	3.0	32.5	103.0	-0.8
CSc1nsc(SC)c1NC(=O)N1CCCCC1	111.0	-5.3	0.5	-2.8	-1.8	5.0	1.8	105.0	-2.7
CCNS(=O)(=O)c1ccc(OCCNS(C)(=O)=O)cc1	95.0	-4.2	11.6	-1.0	-1.0	-4.0	-0.1	93.0	3.0
Cc1onc(-c2ccccc2Cl)c1C(=O)Nc1nnc(C(C)C)s1	114.0	-13.7	3.9	-15.6	/	10.0	-42.6	112.0	0.4
CCCCC(=O)c1ccc(O)cc1	89.0	17.3	0.2	-0.8	-1.1	-12.0	15.8	81.0	-0.8
CCOC(=O)N1CCC(NC(=O)c2cccc3c2C(=O)N(Cc2cccnc2)C3)CC1	108.0	-10.3	-0.6	-23.8	-4.0	3.0	4.0	107.0	2.1
CN(C(=O)CSc1ncnc2sc(-c3ccccc3)cc12)C1CCS(=O)(=O)C1 (centres undefined)	98.0	9.6	1.3	-2.9	-5.6	-4.0	-12.2	101.0	-0.7
CCOc1ccccc1N(CC(=O)NCCSc1ccccn1)S(=O)(=O)c1ccc(C)cc1	98.0	0.4	0.8	-36.6	-6.0	2.0	-2.6	105.0	-7.7
CCCn1nnnc1NCc1ccc(OC)cc1OC	98.0	1.9	0.3	-0.4	-8.0	5.0	4.0	102.0	-1.2
S=C(c1ccccc1)N1CCSCC1	101.0	-5.9	-2.2	-0.8	-7.1	-3.0	8.1	102.0	4.5
COc1ccc(C(C)=O)cc1CSc1nnc(Nc2ccccc2C)s1	95.0	0.1	1.1	-24.7	-9.1	-2.0	-16.6	96.0	-8.9
CCN(CC)C(=O)c1sc(NC(=O)c2ccc3c(c2)OCO3)c(C#N)c1C	94.0	-0.4	-1.3	-6.2	-0.6	-9.0	-4.2	97.0	9.0
COc1cc(O)oc1C=Nc1ccc(Oc2ccccc2)cc1	94.0	-6.0	0.6	-3.2	-5.2	-2.0	14.8	102.0	1.6
CC(C)n1c(=S)[nH]c2cc(C(F)(F)F)ccc21	99.0	-17.5	1.9	-4.6	-0.6	5.0	9.3	106.0	-3.0
O=C(NCc1ccco1)c1ccccc1-c1nc(-c2ccc(F)cc2)no1	97.0	5.1	-6.3	-9.1	-4.4	-6.0	-0.7	101.0	5.9
CC(=O)N1c2ccc(S(=O)(=O)N3CCCC3C(=O)Nc3ccc(C)cc3)cc2CC1C (centres undefined)	98.0	3.8	-2.9	-30.3	1.1	-1.0	-15.3	99.0	5.7
CCOC(=O)c1c(C)oc2c1c1c(c3ccccc32)OCN(CCCC(=O)O)C1	95.0	24.1	3.4	-10.2	-0.4	-3.0	-8.3	98.0	-13.4
Cc1nc(N)sc1N=Nc1ccccc1C(F)(F)F	108.0	-7.0	-1.5	-1.2	-7.6	9.0	8.2	107.0	-12.6
CCCOC1CCCN(C(=O)c2ccc(OC3CCN(C(=O)CCOC)CC3)cc2)C1 (centres undefined)	92.0	-1.1	-0.9	-50.0	-2.2	-5.0	-1.3	98.0	-4.9
O=C(Nc1nccs1)C1(S(=O)(=O)c2ccc(Cl)cc2)CC1	107.0	9.3	0.5	-6.5	-8.8	6.0	-12.6	105.0	4.8
